Screening results: PubChem BioAssay, Sanford-Burnham Center for Chemical Genomics
SENP8 block-1 – SENP8 (human) protease inhibition; recombinant SENP8, Nedd8 substrate fluorescence; inhibition, % at 20 µM; 360,000 tested, 0.64% active; AID 602440; in the data active = inhibition mostly above about 40%, no sharp cut-off; inactive = mostly below about 27%
SENP1 inh – blocks the human SENP1 SUMO protease catalytic domain | Q9P0U3 | recombinant SENP1 catalytic domain, CyPet-SUMO1-YPet FRET cleavage | inhibition, % at 10 µM | 360,000 tested, 0.21% active;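 active = inhibition at least 30% at 10 µM, raw YFP signal under a set limit, fluorescence ratio 0.5 to 1.5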;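 note: 0% = enzyme with DMSO and 100% = no enzyme wells; some results filed as inactive read as strong as hits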
Target sequence (Q9P0U3 419-644 limits assumed): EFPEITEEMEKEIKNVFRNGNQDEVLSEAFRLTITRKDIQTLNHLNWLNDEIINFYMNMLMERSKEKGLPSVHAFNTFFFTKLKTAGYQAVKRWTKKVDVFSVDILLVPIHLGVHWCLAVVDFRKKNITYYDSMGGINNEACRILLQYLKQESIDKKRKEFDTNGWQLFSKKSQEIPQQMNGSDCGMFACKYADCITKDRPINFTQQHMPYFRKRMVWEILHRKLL
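Test system: hSENP1 catalytic domain, recombinant; Amount: 20 pM final SENP1 enzyme; Medium: Tris pH 8 buffer plus EDTA, NaCl, BME, BSA, NP40, catalase; Schedule: 50 min enzyme reaction, room temperature, light-protected; Technique: FRET fluorescence in CFP and YFP emission channels; Controls: no-enzyme wells low, DMSO-plus-enzyme wells high control.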
NALP3 yeast inh – blocks the NALP3 inflammasome reconstituted in yeast. Yeast reconstituted NLRP3/ASC/caspase-1, beta-gal luminescence, 24 h. inhibition, % at 10 µM. 330,000 tested, 0.39% active;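 active = inhibition of 50% or more; inactive = inhibition below 50%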;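 note: plate controls were induced DMSO wells for no effect and uninduced yeast grown without galactose for full effect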
PfGluPho inh – PfG6PD (Plasmodium falciparum) enzyme inhibition. PfGluPho enzyme, NADPH resazurin-diaphorase fluorescence. inhibition, % at 20 µM. 350,000 tested, 0.78% active;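 active = inhibition reaching at least a set limit at 20 µM in the primary screen, cut at about 59% in these data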;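 note: 0% = DMSO wells with substrate and 100% = DMSO wells lacking glucose-6-phosphate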
Apaf1 inhib – blocks human Apaf-1 apoptosome activity | reconstituted apoptosome caspase-3 activity, DEVD-Rh110 fluorescence | AID 489030 | inhibition, % at 20 µM | O14727 | 330,000 tested, 0.71% active; active = inhibition of at least 40% at 20 µM;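 note: plate controls were DMSO wells for no effect and DEVD-CHO caspase inhibitor wells for full effect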
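System: reconstituted apoptosome with Apaf-1, cytochrome c, caspase-9, procaspase-3, dATP; Signal: Rh110 fluorescence intensity; Schedule: 30 min compound preincubation, 50 min activation, room temperature; Reagent: cytochrome c trigger plus (Z-DEVD)2-Rh110 caspase-3 substrate.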
SENP7 inh – inhibitors of human SENP7 protease; recombinant SENP7, Z-RLRGG-aminoluciferin luminescence, 40 min; inhibition, % at 5 µM; 330,000 tested, 1.5% active; AID 434973;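 active = inhibition above about 50% at the single test dose, limit read from the data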;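 note: plate controls were DMSO with enzyme for no effect and no enzyme buffer wells for full effect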
Target sequence (Q9BQF6 706-1050 limits assumed): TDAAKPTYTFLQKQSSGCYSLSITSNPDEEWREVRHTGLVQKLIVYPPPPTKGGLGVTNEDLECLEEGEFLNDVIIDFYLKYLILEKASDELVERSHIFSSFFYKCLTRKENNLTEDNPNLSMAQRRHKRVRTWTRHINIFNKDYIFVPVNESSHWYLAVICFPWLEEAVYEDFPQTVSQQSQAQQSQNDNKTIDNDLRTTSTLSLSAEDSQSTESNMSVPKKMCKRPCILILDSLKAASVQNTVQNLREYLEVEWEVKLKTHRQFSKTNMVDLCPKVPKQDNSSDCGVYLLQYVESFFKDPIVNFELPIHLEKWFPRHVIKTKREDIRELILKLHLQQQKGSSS
SENP6 inh – inhibitors of human SENP6 protease; inhibition, % at 10 µM; Q9GZR1; 330,000 tested, 1.8% active; AID 2599; Recombinant SENP6 catalytic domain, aminoluciferin luminescence;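 active = inhibition above about 50% at the single tested dose, limit read from the data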;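 note: plate controls were DMSO wells with enzyme for no effect and DMSO wells lacking enzyme for full effect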
Target sequence (Q9GZR1 628-1112 limits assumed): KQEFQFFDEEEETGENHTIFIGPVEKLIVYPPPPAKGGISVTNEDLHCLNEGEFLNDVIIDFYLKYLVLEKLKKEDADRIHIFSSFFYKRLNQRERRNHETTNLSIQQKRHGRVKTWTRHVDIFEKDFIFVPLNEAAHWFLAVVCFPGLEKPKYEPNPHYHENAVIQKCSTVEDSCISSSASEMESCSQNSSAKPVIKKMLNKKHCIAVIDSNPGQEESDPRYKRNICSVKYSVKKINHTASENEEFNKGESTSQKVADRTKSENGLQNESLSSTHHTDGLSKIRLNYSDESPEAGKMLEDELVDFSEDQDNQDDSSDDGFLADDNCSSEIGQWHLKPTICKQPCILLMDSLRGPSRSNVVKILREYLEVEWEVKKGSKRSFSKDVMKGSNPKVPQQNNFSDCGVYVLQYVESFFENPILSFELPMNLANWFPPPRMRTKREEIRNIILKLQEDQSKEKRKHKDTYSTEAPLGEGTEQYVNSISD
HKDC1 inhibitor – inhibitors of human hexokinase HKDC1 | inhibition, % at 20 µM | 340,000 tested, 0.16% active | Q2TB90 | recombinant HKDC1, G6PDH/diaphorase resazurin coupled fluorescence;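 active = inhibition above about 35% when tested at 20 µM, limit read from the data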;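 note: plate controls were DMSO wells with enzyme for no effect and DMSO wells lacking enzyme for full effect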
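Test system: HK5 enzyme. Quantity: 5 µg/mL HK5 final. Reagent: glucose and ATP substrates. Schedule: 90 min reaction incubation at room temperature, dark. Technique: resazurin-to-resorufin fluorescence via G6PDH and diaphorase coupling, 525/613 nm. Control set: DMSO wells with and without enzyme mix.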
SENP8 block-2 – SENP8 protease inhibition; purified SENP8, Z-RLRGG-aminoluciferin cleavage, luminescence; inhibition, % at 10 µM; 330,000 tested, 1.2% active; AID 2540; in the data active = inhibition above about 50%
Active calls of the source: *; · = not tested or not shown.

entry	smiles	SENP7 inh	Apaf1 inhib	SENP6 inh	SENP1 inh	SENP8 block-1	HKDC1 inhibitor	SENP8 block-2	NALP3 yeast inh	PfGluPho inh
1	Cc1ccc(S(=O)(=O)Nc2ccc3c(c2)OCCO3)cc1	-2	1	-1	1	13	-5	-3	18	7
2	O=C(CCN=C1NS(=O)(=O)c2ccccc21)N1CCc2ccccc2C1	-7	15	-6	1	14	7	-4	-7	-2
3	CCC(C)NC(=O)c1ccccc1-c1ccccc1C(=O)NC(C)CC (stereo not given)	-7	8	-14	2	12	-4	-12	7	15
4	Cc1ccc(NC(=O)c2cnccn2)cc1C	71*	6	69*	1	12	-5	39	24	0
5	Cc1ccc(C)c(OCCC(=O)OCC(=O)Nc2cccc(S(=O)(=O)N3CCCC3)c2)c1	8	31	10	2	5	0	-3	22	6
6	O=C(Nc1ncccn1)c1ccc(Cl)c([N+](=O)[O-])c1	1	8	6	0	5	-3	-6	9	-25
7	O=c1[nH]c(-[n+]2ccccc2)c(/C=N/N=C(\[O-])c2ccccc2)s1	-10	2	-7	0	30	-5	-12	3	2
8	COc1ccc(OC)c(NS(=O)(=O)c2ccc(Cl)nc2)c1	9	5	-15	-2	18	-2	-1	14	-11
9	CCC(Sc1ncccc1C(=O)Oc1cccc([N+](=O)[O-])c1)C(=O)Nc1ccccc1OC (stereo not given)	3	14	7	3	15	3	4	4	-7
10	COc1ccc(C2CC(=O)OC3=C2C(=O)CC(C)(C)C3)c(OC)c1 (stereo not given)	3	-1	8	5	-4	-3	0	-4	12
11	CC1CCN(C(=O)CSc2ccc(-c3ccc(F)cc3)nn2)CC1	4	8	-4	1	18	-1	-7	-32	-5
12	CCN(CC)CC(O)Cn1c2ccccc2c2ccccc21 (stereo not given)	-3	0	1	2	0	4	3	12	-5
13	COc1ccc(S(=O)(=O)N2CCN(C(=O)NCc3ccc(OC)c(OC)c3)CC2)cc1	-2	1	-10	0	5	-3	0	14	-10
14	Cc1cc(C)c(C(=O)OCc2csc(CC(=O)Nc3ccccc3C)n2)c(C)c1	-3	25	-13	-5	4	-2	0	18	9
15	COC(=O)c1c(C)[nH]c(C(=O)/C=C/c2ccccc2Cl)c1C	-8	-3	5	-1	-40	-4	-8	2	-10
16	COc1ccccc1NC(=O)CSc1nnnn1-c1ccc2c(c1)OCO2	5	-20	-2	4	12	-11	-1	27	3
17	Cn1cc(CN2CCC(C(=O)Nc3cccc(-c4cscn4)c3)CC2)cn1	6	14	4	0	10	-2	0	6	-2
18	CC1CN(Cc2nc3c(c(=O)n(C)c(=O)n3C)n2CCCc2ccccc2)CC(C)O1 (stereo not given)	-2	-2	2	1	14	5	-2	10	-14
19	Cc1[nH]c2ccc(F)cc2c1CCN(Cc1cccnc1)C(=S)NC(C)(C)C	0	5	-29	1	14	-2	-2	4	3
20	Cc1ccc(-c2csc(N=C(N)N)n2)cc1	-11	2	-24	-1	19	-3	-11	2	3
21	Fc1ccc(C[n+]2csc3ccccc32)cc1	6	-7	13	0	10	-3	4	-24	64*
22	CC(=O)N1CCN(c2nnc(-c3ccc(C)cc3)c3ccccc23)CC1	2	8	1	1	4	0	5	11	-1
23	C=CCOC(=O)C1=C(C)NC(=O)NC1c1ccc(Cl)cc1 (stereo not given)	-2	3	-4	0	18	1	1	7	-17
24	O=C(Nc1nc2ccccc2s1)c1ccc(Cl)s1	82*	5	77*	3	-289	-6	67*	15	23
25	Oc1ccc(/C=N/n2c3ccccc3c3ccccc32)cc1	2	-13	3	-3	-21	1	-2	20	1

Overlap with the part before: 3 entries, followed by the next part.
entry	smiles	SENP7 inh	Apaf1 inhib	SENP6 inh	SENP1 inh	SENP8 block-1	HKDC1 inhibitor	SENP8 block-2	NALP3 yeast inh	PfGluPho inh
23	C=CCOC(=O)C1=C(C)NC(=O)NC1c1ccc(Cl)cc1 (stereo not given)	-2	3	-4	0	18	1	1	7	-17
24	O=C(Nc1nc2ccccc2s1)c1ccc(Cl)s1	82*	5	77*	3	-289	-6	67*	15	23
25	Oc1ccc(/C=N/n2c3ccccc3c3ccccc32)cc1	2	-13	3	-3	-21	1	-2	20	1
26	Cc1ccc(C(=O)NNS(=O)(=O)c2ccccc2[N+](=O)[O-])cc1	3	-10	-3	2	27	-6	-1	16	2
27	COc1ccccc1-n1c(SCC(=O)NCc2ccc3c(c2)OCO3)nc2cc([N+](=O)[O-])ccc21	1	5	11	2	18	-9	0	2	95*
28	COc1ccc(C(=O)NCc2cnn(C)c2C)cc1OC1CCN(C(C)C)CC1	-2	-14	-6	-2	0	0	-2	13	-6
29	CC(OC(=O)C1=NNC(=O)CC1)C(=O)Nc1ncc(Cl)cc1Cl (stereo not given)	-11	2	-12	1	4	-7	-14	1	-7
30	COc1ccc(CNC(=O)C(OC(=O)c2ccco2)c2ccccc2F)cc1 (stereo not given)	-2	1	-10	-1	4	-1	-1	23	-9
31	Cc1ccc2nc(C(=O)N3CCCC(Nc4ccc(F)cc4)C3)cn2c1 (stereo not given)	-1	-6	-6	1	0	11	-5	19	1
32	CCOC(=O)C1(Cc2cccc(Cl)c2)CCCN(C(=O)C(C)(C)C)C1 (stereo not given)	-12	24	-23	2	22	-5	-6	1	14
33	c1csc(-c2nc(CN3CCSCC3)cs2)c1	88*	-8	80*	-1	-19	-2	74*	-4	4
34	CCSc1nsc(NC(=O)Nc2cccc(F)c2)n1	-5	-3	29	1	-4	-1	-17	50*	9
35	Cc1ccc(OC(=O)CCC(=O)N2CCc3ccccc32)cc1	1	9	7	0	5	-3	-1	12	-12
36	Cc1ccc(C(=O)Nc2ccc(N3CCCC3)cc2)c(C)c1	-5	18	-2	4	1	-9	-7	31	30
37	N#Cc1c(C(F)(F)F)cc(-c2cccc(Cl)c2)[nH]c1=O	4	15	74*	-144	-268	4	78*	10	-30
38	CCOC(=O)c1c(C)n(C)c2cc(CN(C)C)c(O)c(S(=O)(=O)c3ccccc3)c12	5	0	3	11	-10	-6	-1	0	8
39	O=C(NC1(C(F)(F)F)NC(=O)N(Cc2cccnc2)C1=O)c1ccccc1Cl (stereo not given)	7	9	-7	3	10	3	0	10	-2
40	Cc1ccc(C(=O)NCc2ccc3c(c2)OCO3)cc1N1CCCC1=O	-6	-2	-8	1	2	-2	7	9	10
41	O=C(CN(C(=O)c1csnn1)c1ccc2c(c1)OCCO2)NCc1ccc(F)cc1	9	11	-19	4	-1	-6	1	-1	7
42	CCS(=O)(=O)N1CCCC(C(=O)NCc2cccnc2)C1 (stereo not given)	11	13	4	-1	11	-6	1	17	-14
43	Clc1ccc(Nc2nc(N3CCOCC3)nc(N3CCOCC3)n2)cc1Cl	-12	13	-8	1	18	5	-1	30	12
44	Cc1n(-c2ccccc2)c2ccc(Cl)cc2[n+]1CCO	-1	6	18	0	-1	-11	7	7	0
45	COC(=O)C(C)N1C(=O)S/C(=C\c2ccc(-c3ccc(C(=O)O)cc3C)o2)C1=O (stereo not given)	-10	2	-2	-20	-66	6	-7	11	4
46	CCC(CO)N=CC1=C(O)CC(C)(C)CC1=O (stereo not given)	-3	-17	-15	2	17	-5	7	19	-15
47	CN(CC(=O)Nc1ccccc1Cl)C(=O)c1cccc(S(=O)(=O)N2CCN(c3ccc(F)cc3)CC2)c1	10	22	-3	1	2	-2	-1	0	-7
48	COc1ccc(CN(C(=O)c2cnccn2)C(C(=O)NC(C)(C)C)c2cc(OC)c(OC)c(OC)c2)cc1 (stereo not given)	5	1	-9	-2	16	-6	1	6	10
49	Cc1ccc(C)c(C(=O)CCC(=O)O)c1	2	4	3	0	15	-8	-9	12	-12
50	N#Cc1cc2sc3nc4ccccc4n3c2cc1C#N	-3	-4	-18	·	·	·	0	4	·
51	CCn1c(SCc2nc(-c3ccc(Cl)cc3)no2)nnc1-c1ccco1	0	21	-11	0	14	-1	-3	18	29
52	COc1ccc(C(=O)NCCS(=O)(=O)N2CCC3(CC2)OCCO3)cc1	2	7	-5	4	3	3	5	18	-1
53	O=C(OCC(=O)N1CCCCC1)c1cc(S(=O)(=O)N2CCOCC2)c(Cl)cc1Cl	5	-1	-6	0	12	-8	1	11	9
54	COc1ccc([N+](=O)[O-])cc1NC(=O)c1ccccc1N(C)S(C)(=O)=O	-5	5	-2	1	11	1	-11	5	-12
55	CCCCC(=O)N=c1sc2cc(S(C)(=O)=O)ccc2n1C	-1	-2	-15	2	9	2	-4	5	-11
56	CCN(CC)c1ccc(/C=N/NC(=O)CNC(=O)c2ccccn2)cc1	0	2	1	0	-326	-6	-1	-15	2
57	Cc1nnc(Sc2nc3c(c(=O)n(C)c(=O)n3C)n2Cc2ccc(Cl)cc2)s1	5	-8	-26	-1	24	-2	-8	6	-3
58	CCOC(=O)CSc1ncc(-c2cccc(Cl)c2)cn1	5	6	-4	0	22	-9	-6	-17	4
59	C=CCN(Cc1cccc(OC)c1OC)S(=O)(=O)N(C)C	-14	-7	-22	0	13	-10	-8	17	11
60	CS(=O)(=O)c1ccc(Cl)c(NC(=O)CNC(=O)c2ccc3c(c2)OCO3)c1	-5	-3	-11	-8	2	6	8	4	-12
61	Cc1ccc2c(c1)N(CCC(=O)NCCCN1CCCC1)C(=O)C(C)O2 (stereo not given)	-11	8	-15	-3	13	0	-3	11	-13
62	CCO[C@@H]1OC(C(=O)O)=C[C@H](C)[C@H]1CCCO	9	-3	-20	2	11	-7	-11	25	-3
63	COc1ccc(CN2C(=O)c3oc4ccccc4c(=O)c3C2c2ccc(O)c(OC)c2)cc1 (stereo not given)	6	-1	-2	1	12	-3	2	15	-7
64	O=C(COC(=O)C1CC2C=CC1C2)NCc1ccc(F)cc1 (stereo not given)	0	-3	-1	2	9	0	4	14	-1
65	Clc1ccc(SCCCCn2cncn2)cc1	-5	6	-9	3	0	3	-9	0	-2
66	CCn1cc(C2Nc3ccccc3C(=O)N2O)c(C)n1 (stereo not given)	-1	1	5	0	-21	-5	-10	-20	-12
67	COc1ccc(CN2CC(C(=O)NCCCN3CCN(Cc4ccccc4)CC3)CC2=O)cc1 (stereo not given)	5	5	13	-2	16	3	3	22	0
68	Nc1nc2sc3c(c2cc1C(=O)NCC(=O)O)CCCC3	2	2	8	-15	-158	-1	0	13	2
69	COc1cccc(C2c3[nH]c4ccccc4c3CCN2Cc2ncc[nH]2)c1 (stereo not given)	8	3	-10	-56	-97	-7	6	19	-2
70	CCOc1ccc(C(C)NC(=O)Nc2ccc(F)cc2F)cc1 (stereo not given)	-10	-11	6	0	-4	-8	-3	16	18
71	CC1CCCCC1NC(=O)Cn1cc([N+](=O)[O-])ccc1=O (stereo not given)	1	-10	-1	-1	1	-3	-3	6	8
72	O=C(O)CCC(=O)OCC1CCCCC1	-2	-2	-13	3	16	-5	-13	14	-5

The order is random; any-hit rate near 4.1%.
